# PME-1 primary – PME-1 (human) inhibition; inhibition, % at 5.9 µM; Q9Y570; actives 0.53% (n = 320,000); AID 2130; recombinant PME-1, FP-Rh probe fluorescence polarization;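 active = inhibition above the campaign mean of all compounds plus 3 SD, cut at about 26% in these data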;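 also: competitive labeling of PME-1 active site by serine hydrolase directed probe; 0% = PME-1 with DMSO and 100% = wells lacking PME-1 enzyme; inhibitors block probe labeling so polarization falls and inhibition rises; many of its hits are not listed in these tables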
# GSTO1 counter – GSTO1 inhibition, counter-screen for RBBP9 inhibitors; P78417; recombinant GSTO1, activity-based probe fluorescence polarization; inhibition, % at 5.96 µM; actives 1.1% (n = 300,000); AID 1974;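 active = inhibition above the campaign mean inhibition plus 3 SD, cut at about 35% in these data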;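 also: 0% = GSTO1-1 with DMSO and 100% = wells lacking GSTO1-1 enzyme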
# LYPLA2 counter – LYPLA2 (human) inhibition in PME1 counter-screen | actives 0.38% (n = 320,000) | inhibition, % at 5.9 µM | recombinant LYPLA2, FP-Rh probe fluorescence polarization | O95372;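 active = inhibition above the screen-wide mean plus 3 SD, limit set per campaign, cut at about 26% in these data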;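 also: 0% = LYPLA2 with DMSO and 100% = wells lacking LYPLA2 enzyme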
# Target sequence (O95372 whole entry, looked up): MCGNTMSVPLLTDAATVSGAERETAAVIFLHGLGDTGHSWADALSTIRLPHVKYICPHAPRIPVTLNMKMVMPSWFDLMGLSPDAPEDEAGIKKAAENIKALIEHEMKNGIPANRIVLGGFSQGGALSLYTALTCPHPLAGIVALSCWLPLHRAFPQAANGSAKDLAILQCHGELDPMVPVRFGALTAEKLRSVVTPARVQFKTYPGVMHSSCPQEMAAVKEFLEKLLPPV
# PAD4 FP inh – inhibitors of human PAD4; Q9UM07; recombinant PAD4, RCA probe fluorescence polarization; inhibition, % at 6.36 µM; actives 0.41% (n = 330,000);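 active = percent inhibition above a cutoff equal to the mean of all tested compounds plus 3 SD, cut at about 15% in these data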;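 also: 0% = PAD4 with RCA probe and DMSO and 100% = probe without PAD4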
# LYPLA1 counter – LYPLA1 (human) inhibition in PME1 counter-screen. recombinant LYPLA1, FP-Rh probe fluorescence polarization. inhibition, % at 5.9 µM. actives 0.16% (n = 320,000). AID 2174;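 active = inhibition above the mean of all tested compounds plus 3 SD, set per campaign, cut at about 14% in these data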;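 also: inhibitors block serine hydrolase probe labeling of LYPLA1 so polarization falls; 0% = enzyme with DMSO and 100% = wells lacking LYPLA1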
# Target sequence (O75608 whole entry, looked up): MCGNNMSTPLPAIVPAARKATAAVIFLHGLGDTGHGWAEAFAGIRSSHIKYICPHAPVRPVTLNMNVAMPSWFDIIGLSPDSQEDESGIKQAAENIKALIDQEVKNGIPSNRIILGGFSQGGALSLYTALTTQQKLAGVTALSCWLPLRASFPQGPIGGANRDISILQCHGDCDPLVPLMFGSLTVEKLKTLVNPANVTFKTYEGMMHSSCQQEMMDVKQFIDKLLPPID
# PREPL inhibitor – inhibits the human prolyl oligopeptidase-like enzyme | AID 2751 | inhibition, % at 5.96 µM | actives 0.68% (n = 320,000) | recombinant PREPL, fluorescence polarization activity-based probe; in the data active = inhibition above about 43%;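 also: 0% = enzyme with DMSO and 100% = wells lacking enzyme; many of its hits are not listed in these tables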
# PAFAH1B3 FP inh – inhibitors of human PAFAH1B3; Q15102; recombinant PAFAH1B3, FP-rhodamine probe, fluorescence polarization; inhibition, % at 3.39 µM; actives 0.28% (n = 340,000);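 active = inhibition above the screen-wide average of all tested compounds plus 3 SD, cut at about 25% in these data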;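 also: 0% = enzyme with DMSO only and 100% = wells lacking PAFAH1B3 protein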
# Target sequence (Q15102 whole entry, looked up): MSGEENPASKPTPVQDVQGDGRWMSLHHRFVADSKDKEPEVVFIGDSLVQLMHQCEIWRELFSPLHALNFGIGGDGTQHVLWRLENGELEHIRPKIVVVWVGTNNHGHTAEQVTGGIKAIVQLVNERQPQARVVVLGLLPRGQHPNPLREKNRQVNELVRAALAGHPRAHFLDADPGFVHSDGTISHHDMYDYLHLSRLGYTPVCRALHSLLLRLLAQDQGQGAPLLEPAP
# pPAFAH inh – pPAFAH (human) enzyme inhibition; AID 463082; Q13093; recombinant pPAFAH, FP-rhodamine probe fluorescence polarization; inhibition, % at 3.39 µM; actives 1.5% (n = 330,000);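 active = inhibition above the mean inhibition across the screen plus 3 SD, cut at about 25% in these data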;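 also: inhibitors block binding of the rhodamine activity-based probe so polarization drops; 0% = enzyme with DMSO and 100% = wells lacking pPAFAH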
# PAFAH1B2 inh – PAFAH1B2 (human) inhibition | P68402 | recombinant PAFAH1B2, FP-rhodamine activity probe, fluorescence polarization | inhibition, % at 3.39 µM | actives 1.2% (n = 340,000);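 active = inhibition above the mean of all tested compounds plus 3 SD, cut at about 24% in these data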;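 also: 0% = enzyme with DMSO and 100% = wells lacking PAFAH1B2; many of its hits are not listed in these tables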
# Target sequence (P68402 whole entry, looked up): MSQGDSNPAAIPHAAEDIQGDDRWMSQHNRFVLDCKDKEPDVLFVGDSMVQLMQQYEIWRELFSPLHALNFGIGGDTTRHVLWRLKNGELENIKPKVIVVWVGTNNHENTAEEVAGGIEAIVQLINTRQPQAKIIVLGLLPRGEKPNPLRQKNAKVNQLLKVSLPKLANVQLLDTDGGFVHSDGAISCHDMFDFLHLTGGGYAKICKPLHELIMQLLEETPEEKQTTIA
# The depositor's hits bear a star; . = no result given. Not all compounds are listed; count on the stated rates, not on these rows.
SMILES,PME-1 primary,GSTO1 counter,LYPLA2 counter,PAD4 FP inh,LYPLA1 counter,PREPL inhibitor,PAFAH1B3 FP inh,pPAFAH inh,PAFAH1B2 inh
O=C(Nc1ccc2c(c1)OCCO2)C1CCCN(S(=O)(=O)Cc2ccccc2)C1 (stereo unspecified),6,6,-4,0,-1,-2,12,1,2
Cc1ccc(Cl)cc1N1CCN(Cc2nc3c(c(=O)[nH]c(=O)n3C)n2Cc2ccccc2F)CC1,2,0,-3,3,1,3,-4,-5,0
COc1cc(Cl)c(C)cc1NC(=O)CSc1nnc(CCC(=O)O)c(=O)[nH]1,0,-6,-4,-4,-2,1,3,2,2
COc1ccc(C2C(C(=O)NCc3ccco3)c3ccccc3C(=O)N2C)cc1 (stereo unspecified),-12,7,-1,5,-2,11,6,-4,-1
Cc1cc(C(=O)Nc2ccc(N3CCOCC3)c(Cl)c2)c(C)o1,-9,-3,1,4,-1,9,-1,6,0
CC(=O)N/C(=C\c1ccc(Cl)cc1)C(=O)O,4,6,-1,-1,0,8,.,-3,.
CCCC(=O)N1CC(=O)Nc2ccc(C)cc2C1c1ccc(F)cc1 (stereo unspecified),3,3,-1,1,0,2,1,-6,-2
Cn1nnnc1SCC(=O)N1c2ccccc2Sc2ccccc21,0,-2,6,-1,1,-7,5,6,8
COc1cccc(C(=O)NC(=S)NCc2ccco2)c1,-2,-1,-8,-2,-4,2,7,2,6
COc1ccc(/C=C/C(=O)N(C)C2CCS(=O)(=O)C2)cc1OC (stereo unspecified),-6,-3,4,15*,-4,7,10,-1,0
COCCCN(C(=O)CCOc1ccc(C(C)(C)C)cc1)c1c(N)n(Cc2ccccc2)c(=O)[nH]c1=O,2,7,6,3,1,9,-1,10,3
COc1ccc(C(C)=O)cc1COC(=O)CSCC(=O)Nc1ccc(C)cc1,7,-1,6,2,1,-36,3,3,8
COc1ccc(CCNC(=O)c2cc(-c3ccncc3)nc3ccc(S(=O)(=O)N4CCOCC4)cc23)cc1OC,-3,-5,-1,7,-6,4,0,-5,-3
Cc1ccc(S(=O)(=O)N2CCOCC2)cc1NC(=O)COc1ncnc2ccccc12,4,2,0,-4,2,7,1,-3,0
COc1ccc(-n2cc(CNC3CCC(O)CC3)c(-c3cccc(F)c3)n2)cc1 (stereo unspecified),-6,2,-4,-4,0,-16,4,4,4
COc1ccc(NC(=O)CCN2C(=O)c3ccncc3C2=O)cc1OC,-2,-56,-11,-6,-4,-7,5,2,5
CN(C(=O)CSc1nnc(N)s1)C1CCCCC1,-11,-1,-2,1,-7,10,6,-7,6
O=C(NCC1OCCc2ccccc21)c1ccco1 (stereo unspecified),-3,5,-5,-5,-3,1,-5,10,2
Cc1nc(SCC(=O)Nc2ccc(F)cc2)c(C#N)c(C)c1CC(=O)c1ccc(Br)cc1,5,0,1,-2,1,-13,-1,3,5
O=C(CN1C(=O)NC2(CCCCC2)C1=O)Nc1ccc2c(c1)OCCCO2,3,.,2,0,6,6,4,5,-1

# Brought forward from above: 3 entries, followed by the next part.
SMILES,PME-1 primary,GSTO1 counter,LYPLA2 counter,PAD4 FP inh,LYPLA1 counter,PREPL inhibitor,PAFAH1B3 FP inh,pPAFAH inh,PAFAH1B2 inh
O=C(NCC1OCCc2ccccc21)c1ccco1 (stereo unspecified),-3,5,-5,-5,-3,1,-5,10,2
Cc1nc(SCC(=O)Nc2ccc(F)cc2)c(C#N)c(C)c1CC(=O)c1ccc(Br)cc1,5,0,1,-2,1,-13,-1,3,5
O=C(CN1C(=O)NC2(CCCCC2)C1=O)Nc1ccc2c(c1)OCCCO2,3,.,2,0,6,6,4,5,-1
Cc1c(NC(=O)Cn2nc(C(F)(F)F)c3c2CCCC3)c(=O)n(-c2ccccc2)n1C,4,2,1,-3,-2,4,3,1,6
CCOC(=O)Cn1nnc(-c2ccc(S(C)(=O)=O)cc2)n1,-3,-6,1,-7,0,14,1,1,4
COc1cc(/C=N/NC(=O)c2ccc(-c3ccccc3)cc2)cc(OC)c1OC,3,0,6,0,1,11,2,8,7
CCCN(CCC)c1nc(C)cc(C(C#N)c2nc3ccccc3o2)n1 (stereo unspecified),0,8,-5,-2,-4,13,.,3,.
CCCNC(=O)C1CC(c2ccc(C(F)(F)F)cc2)=NO1 (stereo unspecified),-1,9,1,4,-2,18,-1,2,-12
CC(C)OC(=O)CC1C(=O)NCCN1C(=O)COc1ccc(C(C)(C)C)cc1 (stereo unspecified),-3,1,-1,1,-5,5,6,13,16
COc1ccc(OC)c(C(C)NC(=S)Nc2ccc(S(=O)(=O)Nc3ncccn3)cc2)c1 (stereo unspecified),0,-1,3,1,1,-1,7,4,2
CC(Sc1ncc(C#N)c(N)n1)C(=O)Nc1ccccc1 (stereo unspecified),-6,-3,-3,-1,-5,-11,9,4,4
O=c1oc2ccccc2cc1-c1csc(Cc2nc(-c3ccc(Br)cc3)cs2)n1,-4,-8,-1,-3,-7,-1,0,-2,-3
Cc1noc(C)c1CCC(=O)Nc1c(C(C)C)cccc1C(C)C,10,.,1,1,0,5,4,0,-9
O=C(NNC(=O)C1C2CCC(C2)C1C(=O)O)c1cccc(Cl)c1 (stereo unspecified),-1,0,2,-1,-4,9,6,1,10
Cc1nn(C)c(C(=O)Nc2cccc(CN3CCOCC3)c2)c1Br,-2,4,6,4,3,-1,2,3,5
CCOC(=O)c1c(CSc2ccccc2)n(C)c2ccc(O)cc12,-3,4,-8,5,0,4,2,11,1
Cn1c(=O)c2ccccc2n(CC(=O)NC2CCCC2)c1=O,2,5,-11,0,-7,-5,5,-4,3
CN1CCN(c2cc(=O)n(-c3ccc(Cl)cc3)c(=O)[nH]2)CC1,1,4,-1,2,1,1,6,5,-6
CN1C(=O)N(C)C2(c3ccccc3)N(C(C)(C)C)C(=O)NC12c1ccccc1 (stereo unspecified),2,2,8,-3,2,7,6,1,7
CCC(=O)N1CCc2cc(S(=O)(=O)CCC(=O)NCCC3=CCCCC3)ccc21,2,-2,-1,2,0,2,-1,-2,8
COc1cccc(NC(=O)C2c3cc(OC)c(OC)cc3C(=O)N(C)C2c2cccnc2)c1 (stereo unspecified),-5,5,1,69*,0,-3,2,0,2
COc1ccc(NC2=NC(C)(CO)CS2)cc1 (stereo unspecified),-2,1,-5,0,-3,3,1,-1,3
Cc1ccc(Nc2nnc(SCc3cc(=O)n4ccsc4n3)s2)c(C)c1,5,0,-3,3,-4,16,10,3,3
O=C(COC(=O)c1ccc([N+](=O)[O-])o1)NCc1ccc(F)cc1,.,.,.,-16,.,19,8,5,2
CCc1ccc(OCCCC(=O)NCc2ccccc2)cc1,2,2,8,-9,2,-5,2,9,8
Cc1ccc(-n2c(SCC(=O)Nc3cc(C)on3)nc3c([nH]c4ccccc43)c2=O)cc1,-4,-4,1,2,1,-8,-4,-3,0
O=C(NCC(c1cccs1)N1CCOCC1)c1cc2ccccc2oc1=O (stereo unspecified),.,.,.,0,.,0,2,0,-3
O=C(c1ccc2c(=O)n3c(nc2c1)CCCCC3)N1CCc2ccccc21,-3,2,-2,-1,-2,18,-1,0,5
O=C(c1ccco1)N1CCN(c2ccc([N+](=O)[O-])cn2)CC1,4,2,14,6,2,12,9,3,-1
COCC1CCN(Cc2nc(-c3ccc(OC)cc3)no2)CC1,0,9,1,-3,2,7,8,2,2
Cc1ccc(CNC(=O)COC(=O)CCOc2ccc(C)cc2)cc1,4,3,2,3,2,0,-1,27*,7
O=C(O)C1C2CC3C(OC(=O)C31)C2Cl (stereo unspecified),1,1,-6,0,-1,-1,0,0,5
CC/C(=N\N=C(/CC)c1ccccc1N)c1ccccc1N,-3,-2,-1,3,-1,5,-2,1,5
Cc1ccc(-n2nnnc2C(Cl)(Cl)c2nnnn2-c2ccc(C)cc2)cc1,-5,12,-4,1,1,10,1,-1,12
COc1cc(C#N)c(NC(=S)N2CCOCC2)cc1OC,1,8,-2,-3,-3,-5,.,3,.
O=C(CCc1nnc(CCCc2ccccc2)o1)NCCc1ccco1,-2,-1,-1,1,0,6,5,6,14
COc1ccc(N2C(=O)C3ON(C4SC(=S)N(C)C4(C)C)C(c4ccc(Cl)cc4)C3C2=O)cc1 (stereo unspecified),7,5,4,2,-2,7,2,0,3
O=C(CNCc1cccs1)Nc1ccc(S(=O)(=O)N2CCCCC2)cc1,-1,2,5,-6,0,3,3,1,15
Cc1ccc(C(=O)CSc2nnc(-c3ccc4[nH]c(C)c(C)c4c3)o2)cc1C,7,-1,-2,-4,-2,11,6,2,0
Nc1nnc(CCC2CCCCC2)s1,-7,5,0,-4,-3,-1,13,3,14
CC(=O)NC(CCS(C)(=O)=O)C(=O)Nc1cccc2ccccc12 (stereo unspecified),3,4,-5,-4,-2,5,-4,1,1
COc1cccc2c1OCC(CN1CCN(CCC(C)C)C(CCO)C1)=C2 (stereo unspecified),0,0,3,6,0,28,4,-2,1
COc1ccccc1NS(=O)(=O)c1ccc(C(=O)N2CCN(c3ccccc3O)CC2)cc1,4,9,5,1,0,2,1,3,4
O=C(O)CCCC(=O)N(Cc1ccccc1)Cc1ccccc1,4,-3,9,2,2,19,2,0,6
Cc1cc(C)c2c(N)c(C(=O)N3CCN(c4ncccn4)CC3)sc2n1,8,0,2,-2,3,8,3,0,2
Cc1ccc2c(c1)[C@H]1[C@H](CO2)[C@H](c2ccccc2)[C@]2(C)C(=O)Nc3ccc(Cl)cc3C(=O)N12,.,.,.,-3,.,16,-10,-9,-15
COc1ccc(N2CCN(C(CNC(=O)C(=O)NCCCO)c3ccco3)CC2)cc1 (stereo unspecified),-2,-8,-2,0,-6,3,12,0,-1
Cc1ccc2sc(N(CCCN(C)C)C(=O)CN3C(=O)c4ccccc4C3=O)nc2c1C,1,4,-4,0,-3,33,0,13,-1
Cn1nc(-c2ccc(C(=O)N3CCN(Cc4ccccc4)CC3)cc2)c2ccccc2c1=O,3,11,6,3,2,-6,5,8,0
COc1ccccc1CN1C[C@@H]2C[C@@H](c3[nH]c4c(C)cccc4c3C)N3CCC[C@@]23C1=O,1,-3,-4,-3,-3,-2,2,8,-1
Cc1ccc(N=C2NC(=O)/C(=C/C=C/c3ccco3)S2)cc1C,22,17,5,-13,-3,25,-1,57*,-5
NC(=O)CCn1ccc2ccccc21,-3,8,3,-1,3,-9,2,5,0
CCCOc1ccc2cc(C(=O)NCc3ccccc3)c(=O)oc2c1,-9,-1,12,-3,1,-1,3,4,1
COc1ccccc1/C=C/C(=O)OCC(=O)N1CCCCC1,.,.,.,-3,.,12,8,-2,2
Cn1cc(CCC(=O)N2CCCC(CCC(=O)NCc3ccc(F)c(F)c3)C2)cn1 (stereo unspecified),-5,4,-9,-1,-4,0,-3,-7,3
COCCNCCOCCOc1ccc(Cl)c(C)c1,2,12,17,4,3,8,6,-1,0
Cc1noc(C(=O)Nc2cccnc2)c1Cl,4,-1,0,-5,1,12,7,2,-1
Cc1cn([C@H]2C[C@H](O)[C@@H](CCC(=O)NCCN3CCCCC3)O2)c(=O)[nH]c1=O,.,.,.,1,.,.,9,3,4
COc1ccc(CNC(=O)CN(C)Cc2ccccc2F)cc1OC,1,1,-1,4,1,-7,3,4,2
CCC(C)NC(=O)CSc1nnc(-c2ccc(C(C)(C)C)cc2)n1C (stereo unspecified),1,4,-1,-1,-2,21,1,4,4
Cc1nn(Cc2ccc(C(=O)N3CCN(C(=O)c4ccco4)CC3)o2)c(C)c1[N+](=O)[O-],2,-1,-1,3,3,0,-3,1,0
